Source: PubChem BioAssay
Runt-SMMHC FRET: inhibitors of human RUNX1 Runt domain binding to CBFb-SMMHC | Q01196+Q13951 | Cerulean-Runt/Venus-CBFb-SMMHC FRET ratio 530/480, 1 h | inhibition, % at 20 µM | actives 0.74% (n = 220,000) | AID 1434;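 active means mean inhibition across duplicate retests at 20 µM reaching about 50%, limit read from the data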;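 further: 0% = DMSO wells and 100% = wells with excess untagged CBFb-SMMHC; inhibitors lower the FRET ratio by blocking Runt binding to CBFb-SMMHC; some results filed as inactive read as strong as hits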
Runt-CBFb FRET: inhibitors of human RUNX1 Runt domain binding to CBFb | inhibition, % at 20 µM | AID 1496 | Q01196+Q13951 | Cerulean-Runt/Venus-CBFb FRET ratio 530/480, 1 h | actives 0.46% (n = 220,000);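 active means inhibition over about 50% at 20 µM in the single-dose screen, limit read from the data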;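 further: 0% = DMSO wells and 100% = excess unlabeled CBFb competitor control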
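Buffer or medium: Tris pH 7.5 buffer with BSA. Assay system: Cerulean-labeled Runt domain protein. Amount: each fluorescent fusion protein 100 nM. Read-out basis: loss of energy transfer signal. Incubation: 1 h compound exposure, room temperature. Probe or stimulus: Venus-CBFb binding partner, 100 nM. Detection: FRET, excitation 422 nm, emission at 530 and 480 nm.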
EBV gp42 block: blocks Epstein-Barr virus glycoprotein 42 binding; actives 0.42% (n = 220,000); Q1HVG2; Fluorescence polarization binding assay, mP read-out; inhibition, % (tested at 21.74 µM); in the data active means inhibition above about 50%
Target sequence (Q1HVG2 whole entry, looked up): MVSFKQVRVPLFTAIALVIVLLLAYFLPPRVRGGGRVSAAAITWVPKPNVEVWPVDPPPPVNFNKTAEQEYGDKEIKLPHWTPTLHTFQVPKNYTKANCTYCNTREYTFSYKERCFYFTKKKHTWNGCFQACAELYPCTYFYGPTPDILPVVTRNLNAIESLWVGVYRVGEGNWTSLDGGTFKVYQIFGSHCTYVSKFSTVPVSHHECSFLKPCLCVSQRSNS
Hck-Nef inh: blocks Nef-activated human Hck kinase | inhibition, % at 20 µM | actives 0.68% (n = 220,000) | AID 463187 | Recombinant Hck-YEEI plus Nef, Z-Lyte FRET kinase assay | P08631;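 active means Hck-Nef kinase inhibition above about 50%, limit read from the data; inactive means inhibition below that limit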;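 further: 0% = DMSO with Hck plus Nef and 100% = Hck alone without Nef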
14-3-3 Bad inh: disrupts binding of bovine 14-3-3 zeta to phospho-Bad peptide. P63103. TR-FRET 14-3-3zeta/Dy647-pBad peptide displacement, 1 h. inhibition, % at 21.7 µM. actives 0.71% (n = 220,000). AID 781;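 active means inhibition above about 70%, limit read from the data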;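 further: 0% = full 14-3-3 plus peptide FRET controls and 100% = background without 14-3-3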
Target sequence (P63103 whole entry, looked up): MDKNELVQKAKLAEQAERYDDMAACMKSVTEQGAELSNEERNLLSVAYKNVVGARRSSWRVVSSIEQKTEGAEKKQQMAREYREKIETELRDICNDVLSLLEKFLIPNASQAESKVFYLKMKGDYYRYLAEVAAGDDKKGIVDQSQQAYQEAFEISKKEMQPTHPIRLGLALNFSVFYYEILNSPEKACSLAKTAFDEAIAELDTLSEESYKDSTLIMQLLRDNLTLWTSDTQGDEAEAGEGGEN
MDM2 E3 inh: inhibitors of human Mdm2 E3 ubiquitin ligase; actives 0.11% (n = 210,000); cell-based MDM2 ubiquitination luciferase reporter, 2 h; 0 = plate control, 100 = twice control, blank-subtracted; Q00987; signal enhancement, % at 5 µM;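 active means signal enhancement of 30% or more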;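 further: luminescence tracks abundance of the self-degrading MDM2-luciferase fusion protein; higher signal means inhibition of MDM2 E3 ligase activity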
Target sequence (Q00987 whole entry, looked up, the tested form may be a part): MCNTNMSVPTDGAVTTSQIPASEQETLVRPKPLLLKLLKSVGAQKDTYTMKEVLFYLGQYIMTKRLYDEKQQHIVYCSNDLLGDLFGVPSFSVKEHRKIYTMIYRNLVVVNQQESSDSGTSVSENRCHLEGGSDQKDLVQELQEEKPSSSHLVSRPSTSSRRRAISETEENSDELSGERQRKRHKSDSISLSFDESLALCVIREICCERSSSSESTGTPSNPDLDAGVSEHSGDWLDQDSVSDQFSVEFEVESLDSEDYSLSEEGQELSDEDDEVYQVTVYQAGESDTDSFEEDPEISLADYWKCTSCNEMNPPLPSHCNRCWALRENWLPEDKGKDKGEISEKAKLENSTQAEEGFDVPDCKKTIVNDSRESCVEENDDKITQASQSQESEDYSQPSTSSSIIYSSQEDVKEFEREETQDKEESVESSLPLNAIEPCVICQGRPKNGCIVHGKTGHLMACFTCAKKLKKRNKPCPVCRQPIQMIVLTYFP
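test system = mammalian cells stably expressing self-ubiquitinating, self-degrading MDM2 E3–luciferase fusion | quantity = 2000 cells/well | incubation = cell settling 4 h, compound treatment 2 h, both 37 °C | signal = luminescence with SteadyLite reagent, 15 min at room temperature | evaluation = % enhancement relative to plate controls after blank subtraction | benchmarks = plate controls and plate blanks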
TbHK1 inh: T. brucei hexokinase 1 inhibition; recombinant TbHK1, G6PDH-coupled NADH A340; inhibition, % at 10 µM; actives 0.11% (n = 220,000);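 active means inhibition of 50% or more in the single-dose primary screen; inactive means inhibition below 50%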
zVAD death inh: L929 zVAD cell death inhibition | L929 zVAD necroptosis rescue, ATP luminescence, 24 h; with zVAD 60 µM | viability rescue, % at 10 µM | actives 0.38% (n = 220,000);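 active means activation, scaled between plate controls, above about 75%, limit read from the data; inactive means activation under that limit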;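 further: 0% = zVAD with DMSO and 100% = DMSO alone without zVAD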
p47phox inh: p47phox (human) inhibition. P14598. p47phox/p22phox peptide binding, fluorescence polarization, 2 h. inhibition, % at 24.7 µM. actives 0.53% (n = 220,000);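 active means inhibition above about 30%, limit read from the data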;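 further: 0% = p47phox with labelled peptide and 100% = labelled peptide alone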
Active calls of the source: *; / = not tested or not shown; [ ] = dose if it differs, or a comment.

SMILES	Runt-SMMHC FRET	Runt-CBFb FRET	EBV gp42 block	Hck-Nef inh	14-3-3 Bad inh	MDM2 E3 inh	TbHK1 inh	zVAD death inh	p47phox inh
CCOc1ccc(CCNC(=O)c2[nH]c(C)c(C(C)=O)c2CC)cc1OCC	0	-2	2	-11	-7	-4	-3	4.3	-7
Cc1ccc(NC2=C(Cl)C(=O)OC2OC(=O)c2ccco2)c(C)c1 (configuration not stated)	/	/	-13	1	-11	/	6	-0.9	-6
CSc1nc2n(n1)C(c1ccccn1)C1=C(CC(C)(C)CC1=O)N2 (configuration not stated)	-1	-1	-11	-6	-14	1	-13	-0.5	1
COc1ccc(C(=O)NNC(=O)CSc2nnc(-c3ccc(O)cc3)n2C)cc1	1	0	-2	20	-5	-17	2	2.9	1
Cc1cc(NC(=O)CSc2ncn(-c3ccccc3)n2)no1	-10	/	-4	-1	1	-2	-3	1.1	-2
Cc1ccc(S(=O)(=O)NC2OC(=O)C(Cl)=C2Cl)cc1 (configuration not stated)	2	2	-5	15	5	-13	-1	0.8	-9
CC(O)C(NS(=O)(=O)c1ccc(Cl)cc1)C(=O)OCC(=O)Nc1cccnc1Cl (configuration not stated)	1	1	-19	5	9	-60	1	1.7	0
COc1ccc(NC(=O)C2CSC(C)(C)N2C=O)cc1 (configuration not stated)	-5	1	-7	33	-7	1	0	4.0	-6
O=C(OCc1c(Cl)cccc1Cl)c1cccnc1Cl	0	1	-5	17	-4	-19	-1	0.4	-2
Cn1c(=O)oc2cc(S(=O)(=O)N3CCC(C(=O)NCc4ccc(F)cc4)CC3)ccc21	-1	-1	0	1	0	-13	-4	0.1	-11
C=CCNC(=S)NNC(=O)COc1ccc(Br)cc1	-1	6	0	1	-6[fluorescence artefact?]	-3	-3	0.6	-6
Cc1nnc(-c2ccccc2)c(=O)n1/N=C/c1c(O)ccc2ccccc12	-190	-49	-60	-1	-9	-2	-1	7.0	-10
CC(=O)O/N=C(/c1nonc1N)N1CCN(c2ccc([N+](=O)[O-])cc2Cl)CC1	4	6	-4	5	-12	-1	0	0.1	-12
CCn1c(CSc2nnc(-c3ccncc3)n2CCOC)nc2cc(C(=O)O)ccc21	0	-1	8	14	-4	-17	9	2.1	-106
C(=N\Nc1ncnc2ccccc12)/c1ccccc1	3	1	-8	25	0	-34	-37	2.4	-10
Cc1n[nH]c(=O)nc1N/N=C/c1ccco1	-1	0	-8	12	-8	-13	-78	0.4	5
CCOC(=O)CC(=O)NC(C)(C)CCCCC(C)(C)NC(=O)CC(=O)OCC	-34	0	-1	17	-2	-6	8	0.0	-2
COc1ccc(/C=N/c2nc3ccccc3n2CCN2CCCCC2)cc1OC	0	0	-12	3	0	/	-16	-0.1	1
CCCc1[nH]nc2c1C(c1c(C)nn(-c3ccccc3)c1Cl)C(C#N)=C(N)O2 (configuration not stated)	-2	0	-5	-9	12	-5	1	-1.4	-20
O=C1NCC(NC(=O)C(F)(F)F)c2cc3c(cc21)OCO3 (configuration not stated)	0	0	-1	22	-18	-13	-1	4.2	-7
Cc1ccc(C2=NNC(C(O)C(O)C(O)C(C)O)S2)cc1 (configuration not stated)	-4	0	-35	7	-8	0	-5	-0.2	-25
CC(C)NC(=O)COC(=O)c1ccccc1C(=O)c1ccccc1	3	1	-28	15	0	-18	-1	8.2	-4
CC1Cc2ccccc2N1c1ncnc2c1nnn2Cc1ccccc1Cl (configuration not stated)	-2	-2	-7	7	2[fluorescence artefact?]	-3	-9	-0.7	-20
C=CCN=c1scc(C)n1/N=C/c1ccc(O)c(O)c1	9	32	10	23	-13	-8	-18	1.5	5
Cc1nnc(SCC(=O)NCc2ccco2)n1-c1ccc(F)cc1	22	-3	-8	-9	-12[fluorescence artefact?]	0	2	-0.4	-1

One compound at a time, from the list above. Order of screens: Runt-SMMHC FRET | Runt-CBFb FRET | EBV gp42 block | Hck-Nef inh | 14-3-3 Bad inh | MDM2 E3 inh | TbHK1 inh | zVAD death inh | p47phox inh
Shown for CC1Cc2ccccc2N1c1ncnc2c1nnn2Cc1ccccc1Cl (configuration not stated) = -2 | -2 | -7 | 7 | 2[fluorescence artefact?] | -3 | -9 | -0.7 | -20
Shown for CCOc1ccc(CCNC(=O)c2[nH]c(C)c(C(C)=O)c2CC)cc1OCC = 0 | -2 | 2 | -11 | -7 | -4 | -3 | 4.3 | -7
Shown for Cc1n[nH]c(=O)nc1N/N=C/c1ccco1 = -1 | 0 | -8 | 12 | -8 | -13 | -78 | 0.4 | 5
Shown for Cc1nnc(-c2ccccc2)c(=O)n1/N=C/c1c(O)ccc2ccccc12 = -190 | -49 | -60 | -1 | -9 | -2 | -1 | 7.0 | -10

Carrying on:
SMILES	Runt-SMMHC FRET	Runt-CBFb FRET	EBV gp42 block	Hck-Nef inh	14-3-3 Bad inh	MDM2 E3 inh	TbHK1 inh	zVAD death inh	p47phox inh
CN1/C(=C/C=C(C#N)C#N)C=Cc2ccccc21	-11	-3	28	-11	-21	-8	-9	-0.4	-263
CC(CCc1ccccc1)NC(=O)CNC(=S)N(Cc1cccs1)C1CCCC1 (configuration not stated)	1	-1	-2	28	-14	-7	2	0.3	-2
CCN1/C(=N\N)c2cccc3cccc1c23	-31	-5	24	-13	-1	-16	0	1.2	-55
Oc1ccc(Cl)cc1C=Nc1ccc(Br)cc1	-25	-6	4	2	-3	-20	7	-1.0	0
O=C(CCN1CCN(c2ccccc2)CC1)N/N=C/c1ccccc1O	1	1	3	-6	-13	-12	-8	14	-12
CCN(c1ccccc1)S(=O)(=O)c1cc(C(=O)Nc2ccc(F)c(F)c2)ccc1F	3	1	11	0	3	-6	10	75	-16
COc1ccc(COc2cc(-c3cccc(OC)c3)nc3ccc(NC(=O)c4ccc(N(C)C)cc4)cc23)cc1	1	-7	-13	-9	-19[fluorescence artefact?]	/	-35	15	-17
CC1=C(C(N)=O)C(c2ccc(C)o2)C(C(N)=O)=C(C)N1	-5	0	-10	-1	-14	-12	-6	0.0	0
Cc1cc(-c2n[nH]c(=S)o2)c(C)n1-c1ccccc1	4	5	6	1	-3[fluorescence artefact?]	-7	4	-0.2	-7
COc1ccc(S(=O)(=O)c2cnc3ccccc3n2)cc1	-2	1	-17	21	19	13	-11	76*	-5
CCSc1nnc(CCNC(=O)OC(C)(C)C)o1	2	2	-10	1	-4	-13	-16	0.3	-8
COC(=O)c1ccc(COc2ccc(-c3nn[nH]n3)cc2)cc1	-7	-2	1	-1	5	11	9	0.3	-14
CC1(C)Cc2ccccc2-c2nnc(-c3ccc(O)cc3)n21	-2	-3	-8	3	-8[fluorescence artefact?]	-13	-3	0.5	-5
CCOCCCNC(=O)Cc1ccc(OC)c(OC)c1	8	-2	-10	-1	-5	-2	-4	0.2	-8
Cc1ccc(C)c(NC(=O)COC(=O)CNC(=O)c2ccccc2Cl)c1	3	1	-10	-5	-7	-3	0	-0.7	-5
CCOC(=O)CSc1ncnc2c1sc1nc(N3CCOCC3)c3c(c12)CCCC3	-4	-16	-27	2	4[fluorescence artefact?]	-18	-16	0.0	-7
COCCCNC(=O)/C=C/c1ccc(Cl)cc1	-4	-2	-15	0	12	8	-1	-0.1	4
Cn1nnnc1SCCNCc1ccccc1OCc1ccc(Cl)cc1	6	-2	-24	7	7[fluorescence artefact?]	7	6	0.0	-7
O=C(NNC(=O)c1ccc(Cl)cc1Cl)c1cnccn1	1	2	-29	19	-3	-10	-18	0.4	-3
C/C(=N\NC(=O)CSCc1ccc(Cl)cc1)c1ccc2c(c1)OCCO2	1	-2	-4	1	6	-1	2	-0.1	-3
C=CCn1c(COc2ccccc2)nnc1SCC(=O)O	-2	-1	-25	-1	1	-13	5	-0.3	1
Cn1ccnc1C(O)c1cc(C(C)(C)C)c(O)c(C(C)(C)C)c1 (configuration not stated)	14	21	-9	0	13	-5	7	-0.3	-9
CC(=O)Nc1ccc([N+](=O)[O-])cn1	0	-1	-10	-1	-6	-15	-10	0.6	-24
COc1ccc(C(=O)NCC(c2cccnc2)N2CCN(c3ccccc3)CC2)cc1OC (configuration not stated)	3	-3	-18	-5	5	1	-10	1.4	-3
O=C(O)CNC(=O)c1cccc(C(F)(F)F)c1	-3	2	-3	-31	6	-1	11	0.2	6
SMILES	Runt-SMMHC FRET	Runt-CBFb FRET	EBV gp42 block	Hck-Nef inh	14-3-3 Bad inh	MDM2 E3 inh	TbHK1 inh	zVAD death inh	p47phox inh
Cc1cc(NC(=O)c2cc([N+](=O)[O-])cc([N+](=O)[O-])c2)n(-c2ccccc2)n1	0	-2	1	3	-4	-8	-3	0.8	-5
CC(C)N1CCC(N2CCN(C/C=C/c3ccccc3)CC2CCO)CC1 (configuration not stated)	5	2	-10	18	1	-4	-6	0.2	-18
CCOC(=O)N1CCN(C(=O)c2ccccc2N(Cc2ccccc2)S(=O)(=O)c2ccc(OC)cc2)CC1	-2	-6	10	1	-1	/	-9	-1.9	-2
CCCC1Cc2[nH]c(=O)c(C#N)cc2CO1 (configuration not stated)	-1	-2	-2	15	5	-8	-30	0.4	5
COC(=O)C(NC(C)=O)(Nc1ccc(C)cn1)C(F)(F)F (configuration not stated)	1	-1	-18	-16	-6	-10	1	-0.4	0
CCN(CC)CC#CCC(OC)(c1ccccc1)c1ccccc1	-1	-1	1	21	7	-7	14	-0.4	4
CC1(C)CC2CC(C)(CN2S(=O)(=O)c2ccc(N)cc2)C1 (configuration not stated)	2	1	-4	-1	-9	-21	1	0.3	-1
CCOc1ccc(NC(=S)N(CCc2ccncc2)C(C)C)cc1	1	7	-12	10	-11	-1	-7	0.4	-4
CCOC(=O)Cc1ccc(NC(=O)c2cccc([N+](=O)[O-])c2)cc1	-3	4	1	5	-3	-15	0	0.1	-6
COc1ccc(C(=O)c2cnc3cc4c(cc3c2C)OCO4)cc1	0	0	-7	1	3[fluorescence artefact?]	-32	-18	0.5	-5
O=C(C(NS(=O)(=O)c1cccc2nsnc12)c1ccccc1)N1CCN(c2ccccn2)CC1 (configuration not stated)	3	-1	-20	0	-1	8	37	0.4	0
CCn1c(C)cc(/C=C2\NC(=O)N(Cc3ccccc3)C2=O)c1C	3	0	1	7	-17	-19	-15	-0.5	-4
COC(=O)c1ccc(N=NN2CCCCC2)cc1	-1	-1	-16	23	-2	-2	-26	1.4	4
COC(=O)c1ccc(OCC(=O)c2ccccc2OC)cc1	1	-1	-4	-2	13[fluorescence artefact?]	-7	-6	0.1	-38
O=C(/C=C/c1cccs1)N1CCN(c2ccccc2)CC1	0	-1	-8	-1	-7	-3	-13	0.4	-14
COc1cc(NC(=O)C2CCCN(S(=O)(=O)c3ccc4c(c3)oc(=O)n4C)C2)cc(OC)c1 (configuration not stated)	0	-3	-13	0	0	-6	-8	11	-27
CCOc1cccc(-n2nnnc2-c2ccc(OC)cc2)c1	-2	2	-1	10	-7	0	3	-0.9	-6
CC1=C(C(=O)OC(C)C)C(c2ccsc2)NC(=O)N1C (configuration not stated)	3	-1	-9	14	-3	3	-2	-0.4	-1
[N-]=[N+]=CC(=O)C(Cc1ccccc1)N1C(=O)c2ccccc2C1=O (configuration not stated)	1	2	-13	-1	-10	-27	2	1.1	-6
C/C(=N\OCC(=O)Nc1ccc(OC(F)(F)F)cc1)c1ccc2c(c1)OCCO2	1	-5	1	0	9	3	8	0.7	-20
